A3A deaminase: APOBEC3A ssDNA deaminase inhibitors, primary screen, selectivity assay for APOBEC3G inhibitor project, biochemical, FAM/TAMRA oligo cleavage fluorescence; DNA dC->dU-editing enzyme APOBEC-3A (Homo sapiens), P31941; AID 493011, 2011; recombinant A3A, FAM/TAMRA ssDNA deamination fluorescence; 0.41% of 330,000 active; inhibition, % at 20 µM;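 active = at least 40% inhibition at 20 µM here, with at most 30% in a related deaminase screen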;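 also: plate controls were A3A with DMSO for no effect and wells lacking A3A enzyme for full effect; some results filed as inactive read as strong as hits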
Target sequence (P31941 whole entry, looked up): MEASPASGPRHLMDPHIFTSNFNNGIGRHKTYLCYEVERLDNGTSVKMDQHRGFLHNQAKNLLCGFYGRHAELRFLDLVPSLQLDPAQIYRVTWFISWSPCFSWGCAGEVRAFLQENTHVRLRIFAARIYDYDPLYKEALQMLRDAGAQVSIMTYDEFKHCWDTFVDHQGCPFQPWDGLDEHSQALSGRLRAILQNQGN
hIAP block: human IAP inhibitors, primary screen, biochemical, luminescence, uHTS; 0.12% of 330,000 active; AID 2544, 2010; purified IAP, CDP-Star luminescence, 30 min; inhibition, % at 10 µM;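 active = inhibition reaching a set limit with compound at 10 µM in the primary screen, cut at about 35% in these data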;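 also: plate controls were DMSO wells with enzyme for no effect and no-enzyme buffer wells for full effect; values of inactives mirror those of a sister screen read the other way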
Target sequence (P09923 whole entry, looked up): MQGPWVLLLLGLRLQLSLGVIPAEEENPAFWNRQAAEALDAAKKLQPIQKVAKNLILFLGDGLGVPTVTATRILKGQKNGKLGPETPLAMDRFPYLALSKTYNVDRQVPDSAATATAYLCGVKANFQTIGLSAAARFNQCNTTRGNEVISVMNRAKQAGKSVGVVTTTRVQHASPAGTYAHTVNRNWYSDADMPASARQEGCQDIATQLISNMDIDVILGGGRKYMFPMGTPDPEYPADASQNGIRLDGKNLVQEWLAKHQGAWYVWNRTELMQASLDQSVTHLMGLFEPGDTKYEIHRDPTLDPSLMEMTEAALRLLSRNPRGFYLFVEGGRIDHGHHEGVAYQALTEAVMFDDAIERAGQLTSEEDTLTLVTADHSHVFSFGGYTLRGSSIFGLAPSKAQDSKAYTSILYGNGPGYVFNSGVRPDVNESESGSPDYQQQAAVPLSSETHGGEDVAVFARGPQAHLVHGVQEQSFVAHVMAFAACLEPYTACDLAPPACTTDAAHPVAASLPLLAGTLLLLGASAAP
APOBEC3G inh: APOBEC3G DNA deaminase inhibitors, primary screen, biochemical, fluorescence, single-stranded DNA substrate, uHTS; DNA dC->dU-editing enzyme APOBEC-3G (Homo sapiens), Q9HC16; recombinant A3G, ssDNA deamination FAM/TAMRA fluorescence; inhibition, % at 20 µM; 0.28% of 330,000 active; AID 493012, 2011;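 active = inhibition of at least 40% at 20 µM, with no more than 30% in the related APOBEC3A deaminase screen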;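 also: plate controls were DMSO wells with A3G for no effect and wells lacking A3G enzyme for full effect; some compounds called inactive have numbers as strong as hits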
Target sequence (Q9HC16 whole entry, looked up): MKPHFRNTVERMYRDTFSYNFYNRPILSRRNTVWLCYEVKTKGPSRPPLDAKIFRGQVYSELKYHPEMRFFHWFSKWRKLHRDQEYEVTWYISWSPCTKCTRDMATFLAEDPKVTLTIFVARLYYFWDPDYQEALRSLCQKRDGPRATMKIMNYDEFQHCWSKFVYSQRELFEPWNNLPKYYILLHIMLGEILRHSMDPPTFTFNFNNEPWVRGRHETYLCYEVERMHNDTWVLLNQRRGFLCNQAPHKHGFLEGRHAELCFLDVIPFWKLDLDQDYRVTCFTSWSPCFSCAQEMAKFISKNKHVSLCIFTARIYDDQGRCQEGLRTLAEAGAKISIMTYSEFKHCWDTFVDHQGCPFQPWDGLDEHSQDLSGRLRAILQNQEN
tim10-1 inh: growth inhibitors of tim10-1 mutant yeast, primary screen, luminescence, uHTS | S. cerevisiae tim10-1 ts strain growth, BacTiter-Glo, 24 h | inhibition, % at 20 µM | 2.2% of 330,000 active;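 active = inhibition of at least 40%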;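 also: mutant grown at 25 °C; 0% = DMSO wells with yeast and 100% = wells holding no yeast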
mIAP activ: activators of mouse IAP, primary screen, biochemical, luminescence, uHTS. intestinal alkaline phosphatase [Mus musculus]. muIAP, CDP-Star luminescence, 30 min; stronger effect = higher value; 1 = vehicle-only enzyme signal, 0 = enzyme-free wells. activation factor at 10 µM. 0.24% of 330,000 active. AID 2805, 2010;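 active = activation factor of at least 2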; also: the source names both 10 and 20 µM as test concentration; values of inactives mirror those of a sister screen read the other way
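System: Mouse IAP enzyme | Also added: CDP-Star substrate | Dosing: Compounds dispensed in DMSO | Schedule: 30 min enzyme-substrate-compound incubation at room temperature | Technique: Chemiluminescence readout | Control set: DMSO-only wells and no-enzyme negative control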
MIN6 prolif: inducers of MIN6 beta-cell proliferation, primary screen, ATP luminescence, uHTS; MIN6 cells proliferation, ATPlite luminescence, 48 h; cells starved in 0.2% serum; 100% = growth in 10% serum; proliferation, % at 10 µM; 0.29% of 330,000 active;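 active = compounds whose signal lies at least 3.5 SD above the mean of all wells on their plate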;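 also: 0% = DMSO-treated cells in low-serum medium and 100% = 10% serum control; some compounds called inactive have numbers as strong as hits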
mIAP block: inhibitors of mouse IAP, primary screen, biochemical, luminescence, uHTS | AID 2806, 2010 | intestinal alkaline phosphatase [Mus musculus] | inhibition, % at 10 µM | 0.2% of 330,000 active | purified mouse IAP, CDP-Star luminescence, 30 min;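 active = inhibition of at least 40% at 10 µM in the primary screen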;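 also: plate controls were DMSO with enzyme for no effect and no enzyme wells for full effect; values of inactives mirror those of a sister screen read the other way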
TIM10 inh: growth inhibitors of isogenic TIM10 control yeast, primary screen, counter-screen for tim10-1 yeast inhibitor project, luminescence, uHTS | S. cerevisiae TIM10 strain growth, BacTiter-Glo luminescence, 24 h | inhibition, % at 10 µM | AID 463195, 2010 | 1.4% of 330,000 active;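 active = inhibition of 40% or more at the single tested concentration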;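 also: wild-type TIM10 isogenic control strain grown at permissive 25 °C; 0% = DMSO yeast wells and 100% = minimal medium wells without yeast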
NALP3 yeast inh: NALP3 inflammasome inhibitors in reconstituted yeast, primary screen, luminescence, uHTS | Yeast reconstituted NLRP3/ASC/caspase-1, beta-gal luminescence, 24 h | 0.39% of 330,000 active | inhibition, % at 10 µM;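 active = inhibition of 50% or more; inactive = inhibition below 50%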;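 also: plate controls were induced DMSO wells for no effect and uninduced yeast grown without galactose for full effect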
Active calls of the source: *. An unsorted share of the library; about 4.6% have a hit in one of these screens.

The opening 3 records as a preview:
SMILES	A3A deaminase	hIAP block	APOBEC3G inh	tim10-1 inh	mIAP activ	MIN6 prolif	mIAP block	TIM10 inh	NALP3 yeast inh
CCCCC1(C(=O)OCC)NC(c2ccc(O)cc2)C2C(=O)N(c3ccccc3)C(=O)C21 (stereo not given)	-5	-6	-7	-6	1	-1	-3	59*	9
COc1cc(CN2CCCCC2C(=O)Nc2ccc(Oc3ccccc3)nc2)ccc1O (stereo not given)	-2	-16	2	26	1.1	-1	-12	0	1
CCOC(=O)c1cc(C(C)(C)C)nc(SC)c1C#N	20	-25	4	-4	0.96	2	4	-28	5

This part in full, from the start:
SMILES	A3A deaminase	hIAP block	APOBEC3G inh	tim10-1 inh	mIAP activ	MIN6 prolif	mIAP block	TIM10 inh	NALP3 yeast inh
CCCCC1(C(=O)OCC)NC(c2ccc(O)cc2)C2C(=O)N(c3ccccc3)C(=O)C21 (stereo not given)	-5	-6	-7	-6	1	-1	-3	59*	9
COc1cc(CN2CCCCC2C(=O)Nc2ccc(Oc3ccccc3)nc2)ccc1O (stereo not given)	-2	-16	2	26	1.1	-1	-12	0	1
CCOC(=O)c1cc(C(C)(C)C)nc(SC)c1C#N	20	-25	4	-4	0.96	2	4	-28	5
Cc1cc(C)nc(SCc2nnc(SCC#N)n2-c2cccc(Cl)c2)n1	0	-15	1	25	1.1	-4	-9	3	6
O=C(NCc1ccco1)C(c1ccncc1)N(C(=O)Cc1cccs1)c1ccccc1 (stereo not given)	3	6	-4	25	1	6	-4	-15	9
COc1cc([N+](=O)[O-])cc(/C=N/NC(=O)C(C)Nc2cccc(C)c2)c1O (stereo not given)	1	-25	1	20	0.74	-3	26	3	16
CCCCn1cnc2c([nH]c3cc(OC)ccc32)c1=O	-3	-12	-1	-8	1	-2	-3	-11	16
CCc1ccccc1N(CC(=O)N1CCN(c2ccc(F)cc2)CC1)S(C)(=O)=O	1	-10	-4	6	1	-1	-4	13	18
CC(Oc1ccccc1)c1ccnc(N)n1 (stereo not given)	-3	-4	-7	-5	0.96	1	4	-8	10
O=C(COC(=O)c1ccccn1)Nc1ccccc1OC(F)F	-3	-12	-8	0	0.92	-1	8	1	23
Cc1ccc(C(C)(C)C)cc1S(=O)(=O)Nc1cccc(S(=O)(=O)NC2=NCCC2)c1	0	-12	-12	-4	0.99	3	1	-21	-7
O=C(Nc1ccccc1C(=O)O)c1cccc(F)c1	-5	-1	-8	-8	1	-2	-1	-10	29
O=C(Nc1ccc2nc3n(c(=O)c2c1)CCCCC3)c1cc([N+](=O)[O-])ccc1F	-7	1	-8	38	0.9	-6	10	48*	63*
C=CCN(c1ccccc1)S(=O)(=O)c1cccc(C(=O)N2CCN(c3ncccn3)CC2)c1	-3	-10	2	-2	1	1	-4	6	5
COc1ccccc1NC(=O)c1ccc(NC(=O)CN(C)Cc2ccccc2F)cc1	2	-4	-12	25	0.95	2	5	29	12
CCN(C(=O)COC(=O)COc1ccc2c(C)cc(=O)oc2c1)C1CCS(=O)(=O)C1 (stereo not given)	2	1	-2	5	1.1	0	-7	-19	-1
CC(C)CC(NS(=O)(=O)c1cccc(C(=O)O)c1)C(=O)O (stereo not given)	5	-7	-4	12	0.99	-1	1	8	-11
Cc1ccc(NC(=O)CN2C(=O)NC3(CCCCC3C)C2=O)cc1S(=O)(=O)N1CCCCC1 (stereo not given)	1	-8	-4	-11	1.1	-5	-13	2	-2
CC1CCN(C(=S)Nc2ccc(F)cc2)CC1	-7	2	-9	9	1	-1	-1	7	18
COc1cc(/C=N/NC(=O)C(N)=O)ccc1OC(=O)c1cccs1	-1	6	-8	17	1	-1	-4	0	3
CN(CCc1ccccn1)C(=O)CCC1CCCN(C(=O)NC2CCCCC2)C1 (stereo not given)	-5	-10	-10	4	0.96	0	4	11	15
O=C(COc1ccccc1Cl)NCCNC(=O)c1cnccn1	-5	4	-11	-6	0.95	2	5	13	-1
COc1ccc(N2C(=O)C(Cl)=C(NCc3ccccc3)C2=O)cc1	-2	9	-7	20	1	-1	-2	8	49
COc1ccc(CN2CCc3ccccc3C2)c(OC)c1	-4	1	-11	4	0.94	-1	6	8	-4
Cc1cc(=O)oc2cc(NC(=O)C(C)Oc3ccc(F)cc3)ccc12 (stereo not given)	26	-7	-5	-3	1.1	0	-6	-6	19
CC1CCCC(NC(=O)c2ccc3c(c2)OCO3)C1C (stereo not given)	3	-4	1	13	0.98	-1	2	3	22
O=C(COc1ccccc1Cl)NC1CC1	-5	-1	-9	10	0.9	3	10	4	-4
Cc1nc2ncnn2c(N2CCN(C(=O)c3cccc(F)c3)CC2)c1Cc1ccccc1	3	28	-3	19	1	1	-3	19	10
O=C(Nc1ccc(Cl)c(Cl)c1)Nc1nc(-c2ccccc2)cs1	-2	-7	-8	8	2.1*	-3	-111	11	17
CC1(C)C(=O)NCCN1C(=O)c1ccc2nc(Cc3ccccc3F)oc2c1	-3	10	-3	-4	1	1	-1	9	10
CCCCc1c(O)nc(SCC(=O)c2ccccc2)n(-c2ccccc2C)c1=O	1	-15	3	20	0.87	1	13	5	6
COc1ccc(N2CCN(C(=O)c3ccccc3F)CC2)c([N+](=O)[O-])c1	0	-2	1	6	0.81	-2	18	-11	23
Cn1c(=O)c2c(ncn2CC(=O)OCC(=O)NCc2ccccc2Cl)n(C)c1=O	-2	-3	-6	1	1	-4	-5	-9	-1
Cc1cccc(Cn2nc(C)c(NC(=O)c3ccc(F)cc3)c2C)c1	-8	-14	-4	15	1.1	0	-12	-9	-11
COC(=O)CSc1ncccc1-c1nc2ccccc2[nH]1	2	3	-11	-9	0.9	1	10	16	3
Cc1c(C(=O)NCCN2CCOC2=O)oc2c(F)cccc12	-3	-4	-6	10	0.96	-3	4	-7	14
CCOC(=O)c1ccc(N2C(=O)CC(N3CCC(O)(c4ccc(Br)cc4)CC3)C2=O)cc1 (stereo not given)	-1	5	0	15	0.95	-2	5	14	10
COc1ccc(-c2nc(C)sc2C)cc1	-1	18	-3	2	0.99	-2	1	-1	8
S=C(NCc1ccc(Cl)c(Cl)c1)NCc1ccco1	-3	-36	-12	28	1.4	-5	-36	27	23
CCn1c(SCC(=O)Nc2ccc(S(N)(=O)=O)cc2)nnc1-c1cccc(OC)c1	-2	-2	-6	8	0.95	0	5	8	9
COC(=O)C1=C(CS(=O)(=O)c2ccccc2)NC(=O)NC1c1ccc(OC)c(OC)c1 (stereo not given)	-3	13	-3	6	0.99	10	1	0	0
O=[N+]([O-])c1cccnc1Oc1cccnc1	-2	-33	-2	-5	1.1	-1	-14	-12	-5
COc1ccc(C2NC3=C(CCCC3)C(C#N)(C#N)C2(C#N)C#N)cc1 (stereo not given)	-5	-2	-8	16	0.93	-2	7	16	15
Clc1ccc(Oc2nc(Oc3ccc(Cl)cc3)nc(N3CCOCC3)n2)cc1	-2	-2	-4	0	0.98	-7	2	-2	8
CCOc1ccc2[nH]c(=O)c(CN(Cc3ccc(F)cc3)C(=O)c3ccco3)cc2c1	1	6	0	11	0.84	1	16	20	-2
COC(=O)c1ccc(NC(=O)c2ccc(F)cc2)o1	-5	-20	-1	5	1.2	-2	-19	2	11
O=C(NCCOc1ccccc1)C1CCCN1C(=O)c1cccs1 (stereo not given)	2	-8	1	8	0.96	0	4	-4	1
COc1cccc(/C=C/C(=O)Oc2ccc(C(=O)c3ccc(F)cc3)cc2)c1	4	5	-9	-6	0.95	0	5	9	-10
CCOC(=O)CNC1CC(=O)N(c2ccc(Br)cc2)C1=O (stereo not given)	-2	-40	1	8	0.99	-2	1	11	4
CC/C(=N/Nc1ccccc1)c1cnnc(-c2ccccc2)n1	-4	8	20	-1	0.9	-5	10	-2	14
Cc1ccc(-n2nc(C)cc2NC(=O)CC#N)cc1	-3	21	-5	5	0.82	-1	18	8	13
Nc1cccc(NP(=O)(c2ccccc2)c2ccccc2)c1	-1	8	18	6	1	-1	-1	0	2
Nc1c(-c2cccc(Cl)c2)cnn1-c1ccccc1	2	13	-3	-23	1.1	-3	-7	-17	42
CCCc1nnc(NC(=O)CCC(=O)N2CCN(Cc3cc(F)ccc3OC)CC2)s1	-7	-26	-6	8	0.96	1	4	5	5
Cc1ccc(Nc2cc(C)nc(N3CCOCC3)n2)cc1	-4	-1	-7	7	0.91	-3	9	10	30
COC(CNC(=O)c1cnn2c(C)c(Cc3ccccc3)c(C)nc12)OC	-2	-13	-2	40*	1	-3	-4	-2	8
CCOc1ccc(S(=O)(=O)Nc2cc(OC)c(OC)cc2C(=O)O)cc1	-1	-5	-3	14	1.1	-2	-9	-14	21
O=C(CCc1nnc(CCC2CCCCC2)o1)NCCn1cccn1	-3	-30	-7	1	1.1	0	-8	-13	16
CC(=O)C1=C(O)C(=O)N(c2ccccn2)C1c1cccc(F)c1 (stereo not given)	-4	2	-8	-6	1	1	-5	5	5
Cc1cc(=O)oc2cc(OCC(=O)OCC(=O)NC(C)C)ccc12	-4	-23	-8	-14	1.2	-2	-19	-17	-8

The results go on.
SMILES	A3A deaminase	hIAP block	APOBEC3G inh	tim10-1 inh	mIAP activ	MIN6 prolif	mIAP block	TIM10 inh	NALP3 yeast inh
c1ccc2c(c1)nc1n2CCN1	-9	8	-2	8	0.95	1	5	6	3
COc1ccc(CCNC(=O)c2cc3c(C)nccc3[nH]c2=O)cc1OC	25	5	11	14	0.97	4	3	-2	17
O=C(CCn1nnc2ccccc21)Nc1nnc(COc2ccccc2F)s1	-1	-1	-1	11	0.98	1	2	15	3
O=c1[nH]ncc(NCCCO)c1Cl	-2	-1	-4	0	1.1	1	-8	-8	-10
COc1cccc(-c2cc(C(=O)NCC3CCCO3)c3ccccc3n2)c1 (stereo not given)	5	-10	-2	-6	1	-1	-5	3	9
O=C(CN(c1cccc(Cl)c1)S(=O)(=O)c1ccc(Cl)cc1)NCc1ccccn1	2	-8	-4	19	1	-2	-2	3	-8
COc1cc2ccccc2cc1C(=O)Nc1ccc(N2CCN(C(=O)C(C)C)CC2)cc1	-8	-10	-4	3	1	1	-4	21	10
CCOC(=O)N1CCN(C(=O)c2cn(CC)c3cc(N4CCN(C)CC4)c(F)cc3c2=O)CC1	-1	-5	-2	9	1	2	0	4	9
COc1ccc(CCNC(=O)c2ccc(N3CCCC3=O)cc2)cc1	-5	-4	-4	8	1.2	0	-16	-13	-5
Cc1cc(-c2c(C)[nH]n(-c3ccc(Cl)cc3)c2=O)n(-c2ccccc2)n1	-3	13	-1	9	0.93	-2	7	13	15
O=S(=O)(NCCNS(=O)(=O)c1c(F)cccc1F)c1ccc2c(c1)OCCO2	2	-4	-2	8	1.1	6	-8	-3	11
CC(C)C(=O)N1CCN(c2ccccc2NC(=O)c2ccc(Br)o2)CC1	-1	-8	-5	-20	0.98	2	2	-41	1
CN1CCN(C(=O)c2cc(=O)c3cc(Cl)ccc3o2)CC1	-3	-2	1	-1	0.95	-2	5	8	-9
COc1ccc(S(=O)(=O)N2CC(C)OC(C)C2)cc1C(=O)N1CCCCC1 (stereo not given)	-5	-26	-5	2	0.95	0	5	-3	7
